Source: PubChem
Peg3 prom inh: inhibitors of Peg3 promoter; HeLa PEG-Prom luciferase reporter, luminescence, overnight; inhibition, % at 20 µM; hit rate 1.7% among 360,000;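 active = inhibition of at least 50% at 20 µM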
HIF-2a block: HIF-2a inhibition; 786-0 RCC cells HIF-2a reporter, luciferase luminescence, overnight; inhibition, % at 18.8 µM; hit rate 0.72% among 360,000;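 active = inhibition of the luminescence signal of 40% or more relative to plate controls, in a single-dose primary screen at 18.75 µM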
aDG glyco up: increases alpha dystroglycan glycosylation; Pro5-aDG cells, alpha-DG glycosylation AlphaScreen (IIH6); 0% Pro5, 100% B10-LARGE cell signal; activation, % at 10 µM; hit rate 0.22% among 360,000; AID 624168;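 active = activation of at least 8% versus controls, or a plate z-score of at least 8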;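 also: Pro5 are CHO cells carrying HIG-tagged alpha-DG that lacks glycosylation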
NR2E3 ag-1: human photoreceptor-specific nuclear receptor agonism; hit rate 0.35% among 360,000; CHO-S Gal4-NCOR/VP16-NR2E3 two-hybrid, luciferase; Q9Y5X4; AID 602229; inhibition of corepressor binding, % at 3.98 µM;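 active = inhibition above the mean of all tested compounds plus 3 SD, cut at about 70% in these data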;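 also: 0% = DMSO with NR2E3 transfected cells and 100% = cells lacking NR2E3 construct; higher means lower luciferase signal from less NR2E3 corepressor binding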
Target sequence (Q9Y5X4 whole entry, looked up, the tested form may be a part): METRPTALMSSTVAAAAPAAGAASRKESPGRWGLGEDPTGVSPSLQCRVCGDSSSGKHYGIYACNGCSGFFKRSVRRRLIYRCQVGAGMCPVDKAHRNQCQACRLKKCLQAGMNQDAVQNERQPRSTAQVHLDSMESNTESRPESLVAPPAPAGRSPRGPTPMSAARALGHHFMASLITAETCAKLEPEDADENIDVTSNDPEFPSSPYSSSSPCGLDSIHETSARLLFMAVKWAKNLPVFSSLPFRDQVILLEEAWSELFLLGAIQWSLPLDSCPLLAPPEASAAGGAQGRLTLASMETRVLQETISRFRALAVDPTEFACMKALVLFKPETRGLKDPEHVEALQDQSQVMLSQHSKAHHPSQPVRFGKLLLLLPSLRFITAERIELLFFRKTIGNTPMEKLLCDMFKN
iPSC survival up: enhancers of human iPSC single-cell survival; hiPSC single-cell survival, ATPlite luminescence; 100% = ROCK inhibitor wells, 0% = DMSO; survival enhancement, % at 20 µM; hit rate 0.044% among 360,000; AID 602274; in the data active = survival enhancement above about 18%;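 also: cells exposed to compounds for 16 hours before the ATP read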
Vif imaging: HIV Vif inhibition. HEK293T cells, Vif self-association by quenched fluorescence, imaging, 24 h. inhibition, % at 7.49 µM. hit rate 0.35% among 340,000; in the data active = inhibition above about 50%, passing the limit was not always enough; also: some results filed as inactive read as strong as hits
NR2E3 ag-2: activates human photoreceptor nuclear receptor NR2E3; inhibition of corepressor binding, % at 4.78 µM; GST-NR2E3/biotin-RetCOR TR-FRET, 1536-well; hit rate 0.12% among 320,000; AID 2300;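 active = percent inhibition above the cutoff of mean plus 3 SD of all tested compounds, set per screening campaign, cut at about 20% in these data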;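 also: 0% = DMSO wells and 100% = biotin wells as full block of FRET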
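Format: 1536-well format; test system: GST-NR2E3 and biotin-RetCOR proteins; read-out basis: percent inhibition of TR-FRET ratio; timing: 5 h incubation at 4 °C; detection: time-resolved FRET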
MITF TRPM1 inh: inhibitors of MITF-driven TRPM1 promoter in melanoma cells; AID 488899; inhibition, % at 12.5 µM; SK-MEL-5 TRPM1 promoter luciferase, 24 h; hit rate 0.83% among 330,000;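 active = mean inhibition across replicates of 60% or more, whatever share of single replicates reaches that level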; also: values of inactives mirror those of a sister screen read the other way
Granule exo inh: blocks lytic granule exocytosis. TALL-104 LAMP-1 surface exposure, flow cytometry; cells stimulated with thapsigargin and PMA. hit rate 0.66% among 360,000. inhibition, % at 10 µM;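 active = inhibition above about 55%, limit read from the data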
CaV13 ICDI inh: Disruptors of the CACNA1D IQ motif to Ca2+-dependent inactivation inhibitor domain association, primary screening, Förster resonance energy transfer in intact living …. AID 743397. hit rate 0.098% among 340,000. inhibition, % at 12.3 µM. HEK cells, CFP/YFP FRET ICDI-IQ, plate reader, 10 min; percent FRET-ratio fall versus neutral wells;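 active = mean replicate inhibition of at least 30% and at least 1% of replicates passing that level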;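 also: 0% = median of the neutral control wells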
PDI inh: blocks human protein disulfide isomerase activity; P07237; PDI insulin aggregation turbidity, A650, 90 min; hit rate 0.052% among 350,000; inhibition, % at 10 µM;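 active = mean inhibition across replicates of 30% or more, whatever share of single replicates reach that level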;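 also: absorbance from insulin aggregation driven by PDI reduction with DTT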
Target sequence (P07237 whole entry, looked up): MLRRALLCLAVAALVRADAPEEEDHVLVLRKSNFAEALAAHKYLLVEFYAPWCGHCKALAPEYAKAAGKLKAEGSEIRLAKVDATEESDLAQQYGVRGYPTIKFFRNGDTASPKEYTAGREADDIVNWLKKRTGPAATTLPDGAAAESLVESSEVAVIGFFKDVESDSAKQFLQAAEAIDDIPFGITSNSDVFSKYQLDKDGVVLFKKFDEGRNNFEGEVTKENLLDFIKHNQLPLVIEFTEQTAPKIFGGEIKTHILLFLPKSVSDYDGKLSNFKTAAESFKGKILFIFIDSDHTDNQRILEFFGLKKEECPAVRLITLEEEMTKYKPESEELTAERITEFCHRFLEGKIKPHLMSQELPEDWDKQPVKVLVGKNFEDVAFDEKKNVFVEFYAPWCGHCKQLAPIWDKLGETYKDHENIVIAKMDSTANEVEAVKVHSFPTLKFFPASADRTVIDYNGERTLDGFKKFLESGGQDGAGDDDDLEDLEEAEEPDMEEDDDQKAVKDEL
Active calls of the source: *; / = not tested or not shown.

SMILES	Peg3 prom inh	HIF-2a block	aDG glyco up	NR2E3 ag-1	iPSC survival up	Vif imaging	NR2E3 ag-2	MITF TRPM1 inh	Granule exo inh	CaV13 ICDI inh	PDI inh
O=C(Nc1ccc2c(c1)OCO2)C(c1ccccc1)N1CCN(C(=O)c2ccco2)CC1 (configuration not stated)	-9.5	-27.5	-0.2	-27.1	-0.7	12.5	1.3	-1.9	-4.1	-4.2	-0.1
Cc1ccccc1N(C(=O)Cn1nnc(-c2cccs2)n1)C(C(=O)NCCC(C)C)c1ccco1 (configuration not stated)	42.8	12.5	0.1	-3.5	5.1	-7.1	-1.5	-8.2	26.2	-6.4	28.0
FC(F)(F)c1ccccc1Cc1c(-c2ccccc2)nc2c3ccccc3ccn12	-34.1	-75.5	0.2	2.2	-2.6	/	/	/	1.1	-4.6	/
Nc1[nH]c(C(=O)c2ccccc2)c(-c2ccc(Br)cc2)c1C(=O)NC1CCCCC1	/	-4.5	-0.3	-12.3	-0.4	/	/	/	10.2	-9.8	/
CC(=O)Nc1ccc(NC(=O)CCn2nnc3ccccc32)cc1	3.3	11.9	0.5	-22.7	-0.3	4.0	-1.7	-5.2	0.9	3.1	22.0
CCO[C@H]1OC(C(=O)NCc2ccccc2)=C[C@@H](c2ccc3c(c2)OCO3)[C@@H]1CCCO	-3.7	6.6	0.0	-2.0	1.6	-2.1	3.1	-11.8	-3.5	-5.3	1.8
O=C(Nc1ccccc1C(=O)Nc1ccc(Br)cn1)c1cccc([N+](=O)[O-])c1	31.9	19.5	0.4	17.1	0.0	-4.9	3.5	22.8	0.0	-21.1	-4.4
Cc1cc(C)n(CC(O)COc2ccc3ccccc3c2)n1 (configuration not stated)	-142.0	-178.9	-0.1	-51.4	-0.8	-2.7	1.0	-40.7	-2.1	-14.0	-3.0
COC(=O)c1ccc(OCCn2cnc3ccccc3c2=O)cc1	-167.7	-155.1	0.2	-102.3	-1.9	-4.3	7.0	-37.7	0.6	-9.5	-3.2
Cc1cccc(NS(=O)(=O)c2c(C)nc3scc(C)n3c2=O)c1	31.3	12.3	0.0	-5.3	0.6	3.2	2.2	-7.2	1.3	-2.2	7.4
O=[N+]([O-])/C(C(=C(Cl)Cl)N1CCOCC1)=C1\NCCO1	10.0	7.9	-0.1	-0.5	-1.1	-0.5	4.1	5.2	-0.4	4.9	2.9
O=c1cccc2n1Cc1cc3ccccc3nc1-2	-242.0	-179.4	-0.2	-78.7	-1.4	0.1	4.6	-35.0	-6.2	-4.8	-9.3
O=C(Cc1cccc(C(F)(F)F)c1)NCC(c1ccco1)N1CCCCC1 (configuration not stated)	14.6	15.1	0.0	17.7	0.8	-5.4	-1.1	3.5	-1.3	-18.6	-5.4
Clc1ccc(C(c2ccccc2)N2CCNCC2)cc1 (configuration not stated)	-22.2	-3.6	1.0	-0.7	-4.1	-6.3	2.1	-6.9	6.9	-8.4	-0.9
CN(C)c1c(F)cc(-c2nn[nH]n2)cc1F	-6.5	17.3	0.3	5.7	-0.4	5.9	-0.2	13.1	3.5	6.6	-10.5
CC1CCc2sc(NC(=O)C3CC(Cl)=CCC3C(=O)O)c(C#N)c2C1 (configuration not stated)	4.3	2.5	-0.5	-9.7	1.6	15.9	3.1	2.5	-2.4	-4.6	-9.1
CC(C)S(=O)(=O)NC(=O)C1(C)CCN1C(=O)Cc1ccccc1 (configuration not stated)	7.8	6.1	0.0	-7.2	4.9	20.8	/	/	-1.8	-16.6	12.5
COc1ccc(NCC(=O)N/N=C/c2c(C)nn(Cc3ccccc3)c2Cl)cc1	-7.7	-2.6	-0.1	1.2	1.3	-2.0	-1.9	-4.6	-0.5	-14.7	-0.7
CCOc1cc(CNC2CCCC2)cc(Cl)c1OCc1ccccc1	56.6*	20.2	2.4	-7.9	-1.6	/	-2.3	-4.3	18.6	/	11.0
COC(=O)c1ccc(CSc2nc3c(c(=O)n2-c2ccccc2)SCC3)o1	5.3	6.0	0.0	-16.5	-0.8	21.9	2.7	/	-4.2	-7.1	/
O=C1CC(N2C(=O)/C(=C/C=C/c3ccccc3)SC2=S)C(=O)N1c1ccccc1 (configuration not stated)	15.4	17.9	-0.1	6.7	-0.9	2.4	1.1	-10.2	-3.6	-2.6	-4.8
N#CC1=C(N)Oc2cc(N)ccc2C1c1cccnc1 (configuration not stated)	16.4	13.2	0.1	6.5	-3.4	0.6	-0.4	10.4	-1.0	-4.6	16.2
COC(=O)c1c(NC(=O)c2cnccn2)sc2c1CCC2	-6.6	-5.0	-0.2	-6.2	-2.0	0.4	0.0	-7.3	-2.0	-4.1	-6.3
O=C(c1ccc(-c2cc(Cl)ccc2Cl)o1)N1CCOCC1	-89.3	-138.7	0.1	-61.7	-0.5	2.5	1.4	-39.9	-5.4	-14.8	-10.1
O=C(NCCCn1ccnc1)c1ccc(Br)s1	-3.1	-11.2	0.0	-10.2	-0.2	9.6	/	-7.3	8.0	-2.6	16.5
Cc1cccc(NC(=O)CN2CCN(C(=O)C3CCN(C(=O)/C=C/c4ccccc4)CC3)CC2)c1C	-10.7	-11.8	0.1	29.1	-0.1	-6.7	10.3	0.9	17.3	-5.2	3.0
N#CC1(NC(=O)COC(=O)c2cc([N+](=O)[O-])ccc2N2CCOCC2)CCCCC1	27.1	26.3	-0.1	10.8	0.6	6.5	3.1	6.7	0.2	-3.5	5.6
COc1ccc(NC(=O)CN2C(=O)C(c3ccccc3)=NC23CCCCCC3)cc1	20.2	18.6	0.1	-31.9	-1.4	7.6	1.2	0.7	0.5	-1.9	2.8
CC(=O)Nc1ccc(NC(=O)C(C)Sc2nnc(C3CC3)n2-c2ccccc2)cc1 (configuration not stated)	15.7	-1.0	0.2	9.8	0.1	4.1	1.9	3.1	4.5	-5.7	1.0
CN(C)c1cccc(C(=O)Nc2cc(C(F)(F)F)ccc2-n2cnc3ccccc32)c1	15.6	21.0	-0.2	1.6	1.6	5.0	2.5	-3.9	-0.1	-4.5	-12.8
Cc1nc(SCC(=O)NCCc2ccc(Cl)cc2)nc(C)c1C	5.9	4.9	0.7	13.0	-0.4	1.4	2.2	6.2	-4.9	-7.1	3.2
Cc1nn(-c2ccccc2)c2sc(-c3n[nH]c(=S)o3)cc12	11.0	-29.3	0.1	-3.3	-1.5	15.3	1.4	6.3	3.5	-5.1	-1.5
Cc1nn(CC(=O)OCC(=O)Nc2ccccc2[N+](=O)[O-])c(C)c1[N+](=O)[O-]	-2.4	11.8	-0.2	-19.0	3.1	-29.3	6.3	-5.6	8.4	-4.8	4.0
CCOc1ccc(C(=O)Nc2nnc(SCC(=O)NCC3CCCO3)s2)cc1OCC (configuration not stated)	-9.7	19.7	-0.1	-12.5	-0.1	-5.0	-4.5	-4.4	3.0	-2.5	-13.9
O=C(/C=C/c1ccc(Cl)cc1Cl)NC(=S)Nc1ccccn1	-302.4	-205.6	-0.1	-31.9	-4.3	1.5	1.5	-74.2	-2.2	-2.5	1.0
CCCn1nc2cc(C(=O)NC3CCCc4ccccc43)ccc2c1OCC (configuration not stated)	7.4	-1.0	-0.1	2.1	2.8	-3.5	3.4	7.4	-4.3	-3.7	-1.7
COc1ccc(C2N(c3ccc(OC)cc3)C(=O)C3CCCN32)cc1 (configuration not stated)	-11.2	-21.0	0.0	-1.0	-3.7	2.8	1.4	1.3	-0.2	-3.0	/
CC(c1ccccc1)N(NC(=O)C(O)(c1ccccc1)c1ccccc1)C(=O)c1ccccc1 (configuration not stated)	41.0	17.1	1.1	-5.9	8.6	0.8	-0.7	12.0	11.7	-1.7	-4.5
O=C(CCl)NCc1c(Cl)cccc1-n1cccc1	10.6	10.1	0.4	5.5	-2.6	3.0	-0.3	27.9	-0.5	-8.1	-8.3
OCCCNc1ncnc2c1[nH]c1ccccc12	3.9	9.7	0.1	4.2	1.4	7.1	1.6	5.8	-2.5	5.9	-2.1
COc1ccc(OC)c(C2=Nn3c(nnc3C3CCCCC3)SC2)c1	19.6	25.4	0.8	14.3	-0.7	/	1.3	15.6	72.6*	-4.5	5.8
O=C(O)c1cccc2c1C(=O)c1ccc(-c3ccc(OC(F)(F)F)cc3)cc1S2(=O)=O	-8.9	0.2	0.1	11.6	1.2	-5.0	/	-2.1	-1.9	-5.8	-4.5
CN(C)S(=O)(=O)c1cccc(NC(=O)CCCC2CCCCC2)c1	-73.4	-133.6	-0.2	-17.6	-0.2	-22.5	0.6	1.2	2.7	-5.2	1.6
Cc1ccc(S(=O)(=O)N(C)C)cc1NC(=O)c1cccs1	11.4	19.8	0.0	-13.5	-0.7	-5.8	-3.7	0.9	-5.8	-20.3	9.3
CCOC(=O)n1c(=O)n(C)c2ccc(Cl)cc21	4.4	0.9	0.2	-16.5	0.9	-0.4	-1.4	20.4	-2.1	-4.7	5.4
O=S(=O)(NCC(c1cccnc1)N1CCN(Cc2ccccc2)CC1)c1cc(F)ccc1F (configuration not stated)	16.2	15.3	0.2	-9.9	-0.4	-2.0	1.5	6.2	3.4	/	-3.9
CCOC(=O)N1CCN(S(=O)(=O)c2cccc3ccc(C)nc23)CC1	24.6	9.4	-0.1	-10.1	-2.3	-8.5	-1.8	11.2	-1.4	-7.4	-2.4
N=C1C(c2nc(-c3cccc([N+](=O)[O-])c3)cs2)=C(O)CN1NC(=O)c1ccco1	-13.1	-12.9	-0.5	10.2	-2.2	-13.5	-1.0	3.4	-9.9	-3.8	-7.5

An excerpt from above in order of formula weight, ascending.
SMILES	Peg3 prom inh	HIF-2a block	aDG glyco up	NR2E3 ag-1	iPSC survival up	Vif imaging	NR2E3 ag-2	MITF TRPM1 inh	Granule exo inh	CaV13 ICDI inh	PDI inh
CCOC(=O)n1c(=O)n(C)c2ccc(Cl)cc21	4.4	0.9	0.2	-16.5	0.9	-0.4	-1.4	20.4	-2.1	-4.7	5.4
Cc1ccc(S(=O)(=O)N(C)C)cc1NC(=O)c1cccs1	11.4	19.8	0.0	-13.5	-0.7	-5.8	-3.7	0.9	-5.8	-20.3	9.3
CN(C)S(=O)(=O)c1cccc(NC(=O)CCCC2CCCCC2)c1	-73.4	-133.6	-0.2	-17.6	-0.2	-22.5	0.6	1.2	2.7	-5.2	1.6

Some of the entries above, set out differently.
Values in the order – Peg3 prom inh	HIF-2a block	aDG glyco up	NR2E3 ag-1	iPSC survival up	Vif imaging	NR2E3 ag-2	MITF TRPM1 inh	Granule exo inh	CaV13 ICDI inh	PDI inh
> CN(C)S(=O)(=O)c1cccc(NC(=O)CCCC2CCCCC2)c1
    -73.4	-133.6	-0.2	-17.6	-0.2	-22.5	0.6	1.2	2.7	-5.2	1.6
> Cc1ccc(S(=O)(=O)N(C)C)cc1NC(=O)c1cccs1
    11.4	19.8	0.0	-13.5	-0.7	-5.8	-3.7	0.9	-5.8	-20.3	9.3
> CCOC(=O)n1c(=O)n(C)c2ccc(Cl)cc21
    4.4	0.9	0.2	-16.5	0.9	-0.4	-1.4	20.4	-2.1	-4.7	5.4

Outcome played no part in choosing rows. Share with any hit: about 3.5%.
